# MITF primary: blocks human microphthalmia-associated transcription factor. AID 1259374. O75030. AlphaScreen MITF homodimerization, bead proximity signal. inhibition, % at 2.6 µM. 0.91% of 650,000 active; in the data active = inhibition above about 50%;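 also: 0% = vehicle wells with protein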
# TEAD-YAP inh: TEAD-YAP interaction inhibition; AID 1259422; inhibition, % at 9.12 µM; HEK-TIYL cells, TEAD-Gal4/YAP UAS-luciferase luminescence; 1.4% of 640,000 active; in the data active = inhibition above about 32%;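 also: 0% = median of test compound wells and 100% = reference inhibitor wells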
# FBW7 activator: human FBW7 E3 ligase activation, primary screen; Q969H0; AlphaScreen FBW7–phospho-cyclin E peptide binding, activator screen; normalized activity (activation), % at 26.1 µM; 0.13% of 650,000 active; AID 1259310; in the data active = normalized activity above about 1.9%;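 also: purified mutant Fbw7 with reduced substrate affinity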
# Target sequence (Q969H0 whole entry, looked up): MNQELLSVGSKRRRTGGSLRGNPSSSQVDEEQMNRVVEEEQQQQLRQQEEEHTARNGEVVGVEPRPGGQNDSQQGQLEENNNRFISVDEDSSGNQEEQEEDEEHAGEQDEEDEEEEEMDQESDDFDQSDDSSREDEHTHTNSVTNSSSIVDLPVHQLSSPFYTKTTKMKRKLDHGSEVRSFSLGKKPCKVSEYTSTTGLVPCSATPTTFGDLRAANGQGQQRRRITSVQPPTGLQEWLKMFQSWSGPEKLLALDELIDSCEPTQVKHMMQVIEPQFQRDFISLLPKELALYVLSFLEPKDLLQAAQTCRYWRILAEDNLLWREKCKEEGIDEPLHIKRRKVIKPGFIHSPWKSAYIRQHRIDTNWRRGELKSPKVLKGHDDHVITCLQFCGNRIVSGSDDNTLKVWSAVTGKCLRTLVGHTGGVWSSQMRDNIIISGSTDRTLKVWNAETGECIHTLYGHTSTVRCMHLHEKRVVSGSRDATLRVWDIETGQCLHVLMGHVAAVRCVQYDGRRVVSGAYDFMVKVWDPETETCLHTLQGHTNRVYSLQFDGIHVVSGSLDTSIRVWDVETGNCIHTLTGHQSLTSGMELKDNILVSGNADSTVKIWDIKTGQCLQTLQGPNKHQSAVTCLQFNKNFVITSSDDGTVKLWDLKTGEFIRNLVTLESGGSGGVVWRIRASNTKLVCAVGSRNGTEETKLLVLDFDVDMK
# GPR151 activ: human GPR151 activation; Q8TDV0; PathHunter beta-arrestin GPR151 cells, luminescence; activation, % at 11.2 µM; 1% of 650,000 active; in the data active = activation above about 4.9%;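 also: 0% = median of compound wells and 100% = cells with positive control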
# Active calls of the source: *; x = not tested or not shown.
# Results follow in this order: MITF primary	TEAD-YAP inh	FBW7 activator	GPR151 activ
- COc1ccc(CCN2C(=O)C(O)=C(C(=O)c3ccco3)C2c2cccc(O)c2)cc1OC (centres undefined)
    20	0	-0.1	-0.3
- FC(F)(F)Oc1ccc(-c2cnc(N3CCOCC3)c3nccn23)cc1
    -20	8	-0.3	1.8
- CCN(c1ccc(OC)cc1)S(=O)(=O)c1ccc2c(c1)C(C)(C)C(=O)N2C
    -17	-5	-0.1	1.3
- CCCCN(C)C(=O)c1ccc2nc(-c3ccc(OC)c(OC)c3)c(-c3ccc(OC)c(OC)c3)nc2c1
    -30	-9	0.1	0.2
- COCCCNC(=O)c1cnn2c(C)c(Cc3cccc(C)c3)c(C)nc12
    -6	3	0.0	2.4
- CCC(=O)Nc1ccc2nc(SCC(=O)Nc3ccccc3C(=O)OC)sc2c1
    24	-5	0.5	0.3
- CCCCn1c(CNC(=O)c2ccc(C)c([N+](=O)[O-])c2)nnc1SCC(=O)Nc1sc2c(c1C(=O)OCC)CCCCC2
    -5	-1	-0.1	-1.0
- COc1ccc(O)c(CN2CCN(Cc3ccc(F)c(F)c3)C(CCO)C2)c1 (centres undefined)
    -7	-7	0.1	1.4
- COc1ccc(NC(=O)Nc2c(F)cc(F)cc2Br)cc1
    12	-2	0.3	0.1
- COc1cc(CN2CCCCCC2)cc(OC)c1
    -2	-2	-0.1	0.2
- CCOc1ccc2nc(NC(=O)CS(=O)(=O)c3ccc(Cl)cc3)sc2c1
    9	-2	-0.2	1.7
- COc1ccc(C(=O)COC(=O)c2cccc(I)c2)c(OC)c1
    14	-14	0.2	-2.5
- CC(C)C(NC(=O)c1ccccc1NC(=O)c1ccccc1)C(=O)NCCCn1ccnc1 (centres undefined)
    9	-9	0.7	-0.3
- CN(C)c1ccc(C2CC(c3c(-c4ccccc4)c4cc(Cl)ccc4[nH]c3=O)=NN2C(=S)Nc2ccccc2)cc1 (centres undefined)
    -4	-3	-0.2	2.6
- COc1ccc(-c2[nH]nc3c2C(c2ccc(OC)cc2)C(C#N)=C(N)O3)cc1 (centres undefined)
    2	2	-0.1	0.0
- CSc1nc2ccc(S(=O)(=O)N3CCOCC3)cc2s1
    3	-4	-0.2	-0.4
- COc1ccc(-n2c(C)nc(=O)c(-c3ccccc3)c2C)cc1
    5	8	-0.1	1.0
- Cc1ccccc1CN[C@H]1C[C@H]2C(=O)N[C@@H](C)C(=O)N2C1
    0	-2	0.6	-1.6
- CCOc1ccc(NC(=O)C2=CCN(S(=O)(=O)c3ccccc3)CC2)cc1
    -4	-4	-0.3	5.4*
- CCOc1ccc(N2CC(C(=O)Nc3ccc4ccccc4c3)CC2=O)cc1 (centres undefined)
    3	8	0.5	-0.4
- COC(=O)Cn1cc(S(=O)(=O)N2CCOCC2)c2cc([N+](=O)[O-])ccc21
    -5	1	-0.1	-0.8
- COCCC1CCCCN1C(=O)c1cccc(OC2CCN(S(C)(=O)=O)CC2)c1 (centres undefined)
    12	6	0.0	4.0
- CC1(C)N=C(c2ccccc2)C(=S)N1
    -12	-11	-0.1	0.2
- CSc1nc(N)nc(SCC(=O)OCc2ccccc2)c1C#N
    9	-11	0.1	-1.8
- CCOC(=O)N1CCN(CC(O)COc2ccccc2C(C)=O)CC1 (centres undefined)
    14	14	-0.1	1.1
- CCc1cccc2c(C(C)=O)cn(CC(=O)N3CCc4ccccc4C3)c12
    11	5	0.4	-0.6
- Cn1c(=O)cc(OCCCC(=O)Nc2ccc(Cl)cn2)c2ccccc21
    5	43*	-0.1	0.0
- CCOc1cccc(C(=O)Nc2ccc3nn(-c4cccc5ccccc45)nc3c2)c1
    8	-7	1.1	0.3
- O=C(O)CCC(=O)Nc1ccc2c(c1)C(=O)OC2
    4	-8	0.0	0.3
- Cc1ccc(OCC(=O)N/N=C/c2cccc3cccnc23)cc1
    19	-1	0.0	1.0

# Exported with tabs: entries from further up
Compound	MITF primary	TEAD-YAP inh	FBW7 activator	GPR151 activ
CSc1nc2ccc(S(=O)(=O)N3CCOCC3)cc2s1	3	-4	-0.2	-0.4
CCCCN(C)C(=O)c1ccc2nc(-c3ccc(OC)c(OC)c3)c(-c3ccc(OC)c(OC)c3)nc2c1	-30	-9	0.1	0.2

# The listing continues:
# Results follow in this order: MITF primary	TEAD-YAP inh	FBW7 activator	GPR151 activ
- O=C(NCCc1c[nH]c2ccccc12)C1CCN(c2ccc(N3CCOCC3)nn2)CC1
    -4	-7	-0.1	2.3
- C/C(=N\Nc1ccc2ccccc2n1)c1ccccc1
    -17	-16	0.1	1.4
- COc1ccc(OC)c(C(=O)c2coc3ccc(O)c(CN4CCCCC4)c23)c1
    5	-6	0.5	1.0
- O=C(O)c1ccc(C(=O)Nc2ccc([N+](=O)[O-])cc2[N+](=O)[O-])cc1
    -5	-2	0.0	0.0
- Cc1ccc2nc3n(c(=O)c2c1)CC(O)=C3C#N
    -1	7	0.0	-1.8
- O=C1NC(=Nc2ccc3ccccc3c2)S/C1=C/c1ccc(Cl)cc1
    5	-2	-0.1	1.1
- O=C(CC1CCCCC1)Nc1ccccc1F
    22	-26	0.3	-1.4
- O=C(COC(=O)C1CCN(S(=O)(=O)c2cccs2)CC1)c1ccccc1
    -1	11	0.0	-0.4
- Cc1cccc(OCC(=O)NCCS(=O)(=O)N2CCN(c3cccc(C)c3)CC2)c1
    16	20	0.7	1.0
- C=CCOc1ccc(/C=C2\SC(NC(C)=O)=NC2=O)cc1OCC
    6	9	0.1	0.9
- O=S(=O)(NCc1ccc(F)cc1)c1ccccc1C(F)(F)F
    -7	6	-0.1	4.5
- CCOc1cc(/C=C2\NC(=S)N(c3ccc(OC)cc3)C2=O)ccc1OCC(=O)O
    -2	0	-0.1	0.0
- COc1ccc2nc(NCCCNC(=O)c3cccs3)c(C#N)cc2c1
    -1	-15	0.1	-0.2
- CCN1C(=O)/C(=C/c2cccn2-c2ccc(S(N)(=O)=O)cc2)N(CC)C1=S
    16	6	0.0	0.0
- CCS(=O)(=O)c1ccc2c(c1)N(Cc1ccc(F)cc1)C(=O)C(C)O2 (centres undefined)
    14	3	0.6	0.1
- O=C(COc1ccc(Br)cc1CO)Nc1ccc(F)cc1
    2	-15	-0.2	1.0
- COC(=O)CC1=C(C(=O)OC)C(c2ccccc2)C(C#N)=C(N)O1 (centres undefined)
    7	-4	0.0	0.9
- CC(=O)N1CCOc2cc(S(=O)(=O)N3CCN(C)CC3)c(Cl)cc21
    9	-3	0.0	5.1*
- O=C(Nc1ccccc1C(=O)N1CCCC1)c1ncoc1-c1ccccc1C(F)(F)F
    -12	63*	0.0	0.0
- COc1cc2c(cc1NC(=O)CSc1nc3cc(Cl)ccc3s1)oc1ccccc12
    -14	-4	-0.2	-0.7
- CCOC(=O)C(CCCOc1cccc(Cl)c1)C(=O)OCC
    -1	7	0.0	0.5
- CC1C/C(=N/NC(=O)c2ccc(NS(=O)(=O)c3cccs3)cc2)CC(C)(C)C1 (centres undefined)
    0	-11	0.2	-0.7
- CC(=O)N1CCc2cc(S(=O)(=O)N3c4ccccc4CC3C)ccc21 (centres undefined)
    -5	19	0.1	0.2
- Cc1c(Cl)cccc1NC(=O)c1cnccn1
    -6	-29	0.0	-0.2
- O=C(C1=C(O)C(=O)N(CCc2ccccc2)C1c1ccccc1F)c1cccs1 (centres undefined)
    -1	-14	0.6	-1.4
- COc1ccc(CCNc2ncnc3c2nc(Nc2ccc(N4CCOCC4)cc2)n3C(C)C)cc1
    7	79*	-0.2	3.6
- CCOC(=O)c1sc(NC(=O)CSc2nnc(CNC(=O)c3cccc(F)c3)n2-c2cc(C)ccc2C)c(C(=O)OCC)c1C
    -8	-1	-0.1	1.5
- COc1ccc(-c2nc(NCc3cccc(C(F)(F)F)c3)c3ncn(-c4ccccc4)c3n2)cn1
    -1	5	-0.1	-1.3
- Cc1c(Cl)cccc1NC(=O)Cn1c(=O)oc2ccccc21
    3	-8	0.1	-0.6
- CCN=C(NCC)SC1CC(=O)N(c2cccc(OC)c2)C1=O (centres undefined)
    16	-9	0.1	-0.5
- O=C(N=C1N=C2C=CC(Cl)=CN2Cc2ccccc21)c1ccccc1Br
    10	-41	0.3	-7.5
- CCOc1cc(/C=N/NC(=O)COc2ccc(Cl)cc2Cl)ccc1O
    6	14	0.0	0.0
- Cc1c(C)n2c3c(=O)n(Cc4cccc(Cl)c4)c(=O)n(C)c3nc2n1Cc1ccco1
    8	-7	0.2	0.0
- Cc1cc(C)nc(SCC(=O)NNC(=O)c2cc(C)oc2C)n1
    3	3	-0.2	-0.8
- O=C(c1ccc(N2CCC(NCCc3cn4ccccc4n3)CC2)cc1)N1CCOCC1
    -3	-1	-0.1	0.5
- CC(C)CN(C(=O)COC(=O)c1ccc(Cl)c([N+](=O)[O-])c1)C1CCS(=O)(=O)C1 (centres undefined)
    15	7	-0.2	0.4
- N#Cc1cc2c(=O)n3ccccc3nc2n(Cc2ccccc2)c1=NC(=O)c1ccccc1
    -1	5	0.3	0.2
- CCCCOc1ccc(NC(=O)c2c(-c3ccccc3Cl)noc2C)cc1
    -7	-4	-0.2	0.4
- CCOC(=O)C1=C(C)N=c2s/c(=C\c3cccc(OC)c3)c(=O)n2C1c1ccc(OC)cc1 (centres undefined)
    -1	-3	-0.1	-1.4
- Cc1cc(C)c(NC(=O)C2CCCCN2N)c(C)c1 (centres undefined)
    -20	-14	-0.1	-1.1
- Cc1cc(C(=O)NCC2CCC3(CCN(Cc4ccccc4)CC3)O2)n(C)n1 (centres undefined)
    14	7	1.4	-0.1
- CCC(C)n1c(SCc2ccc(C)cc2)nc2ccsc2c1=O (centres undefined)
    -1	-9	0.0	-1.0
- O=C(Nc1cccc(-c2cn3ccccc3n2)c1)c1ccncc1
    6	-64	0.1	-0.1
- Cc1cccc(NC(=O)CC(NCc2cccnc2)C(=O)O)c1C (centres undefined)
    3	6	-0.1	-1.1
- CCCCC(=O)O[C@H]1CC[C@H]2[C@@H]3CCc4cc(O)ccc4[C@H]3CCC12C (some centres undefined)
    20	x	0.1	-1.2
- CN(C)c1ccc(/C=N/NC(=O)c2ccccn2)cc1
    24	-17	0.4	-7.0
- COc1cc(C(=O)N2CCN(Cc3ccccc3F)CC2)cc(OC)c1OC
    18	13	0.1	0.1
- O=C(CCn1nc(-c2ccc(Cl)cc2)ccc1=O)NCCN1CCOCC1
    2	-7	-0.1	0.2
- Cc1ccc(NC(=O)/C(=C/c2ccc(Br)cc2)NC(=O)c2ccc(C)cc2)cc1
    10	-7	-0.3	0.0
- CCCCc1ccc(C(=O)N/C(=C\c2ccc(F)cc2)C(=O)Nc2cccc(Cl)c2)cc1
    4	-2	0.2	2.4
- CCOC(=O)c1c(-c2ccc(C(C)(C)C)cc2)csc1NC(=O)CSc1ncnc2sc3c(c12)CCC3
    -1	5	0.0	0.5
- CCCC1=NN2C(=N)/C(=C/c3ccc(OCCOc4cc(C)cc(CC)c4)c(OCC)c3)C(=O)N=C2S1
    3	7	-0.2	-0.7
- CC1(c2ccc(Cl)cc2)NC(=O)N(CC(=O)NC(=O)NC2CCCC2)C1=O (centres undefined)
    1	1	0.1	1.1
- O=C(CCS(=O)(=O)c1ccccc1)Nc1c(F)cccc1F
    16	-34	0.3	-1.4
- Cc1ccc(C2CC(C(F)(F)F)n3nc(C(=O)Nc4ccc(Cl)cc4C(F)(F)F)cc3N2)cc1 (centres undefined)
    -1	2	-0.2	-1.4
- COc1cccc(C(=O)Nc2c3c(nn2-c2ccc([N+](=O)[O-])cc2)CS(=O)(=O)C3)c1OC
    5	5	0.1	-2.2
- COc1ccc(NC(=O)c2cnn3c2NC(c2ccc(C)cc2)CC3C(F)(F)F)cc1Cl (centres undefined)
    15	6	0.1	1.6
- O=C(Cc1noc2ccccc12)Nc1ccc(Cl)cc1
    9	-23	0.2	-1.6
- O=C(Nc1ncn[nH]1)c1cccc(S(=O)(=O)N2CCOCC2)c1
    -2	4	-0.4	-1.9
- CCCN1CCC(=NNC(=O)c2ccc(C(C)(C)C)cc2)CC1
    9	12	0.2	-1.3
- CCOC(=O)N1CCN(c2ccc([N+](=O)[O-])cc2F)CC1C (centres undefined)
    12	8	-0.1	-0.4
- O=C(CCN1C(=O)c2cccc3cccc(c23)C1=O)Nc1ccc2c(c1)OCO2
    14	-5	0.3	-1.9
- NS(=O)(=O)c1ccc(CCn2c(SCc3csc4ccc(Cl)cc34)nc3ccccc3c2=O)cc1
    29	5	0.1	0.6

# Entries of single compounds from above. Order of screens: MITF primary | TEAD-YAP inh | FBW7 activator | GPR151 activ
# Profile of `CCCCOc1ccc(NC(=O)c2c(-c3ccccc3Cl)noc2C)cc1` → -7 | -4 | -0.2 | 0.4
# Profile of `COc1ccc(NC(=O)c2cnn3c2NC(c2ccc(C)cc2)CC3C(F)(F)F)cc1Cl` (centres undefined) → 15 | 6 | 0.1 | 1.6
# Profile of `O=C(Nc1ncn[nH]1)c1cccc(S(=O)(=O)N2CCOCC2)c1` → -2 | 4 | -0.4 | -1.9
# Profile of `CCOc1cc(/C=N/NC(=O)COc2ccc(Cl)cc2Cl)ccc1O` → 6 | 14 | 0.0 | 0.0
# Profile of `CCOC(=O)C1=C(C)N=c2s/c(=C\c3cccc(OC)c3)c(=O)n2C1c1ccc(OC)cc1` (centres undefined) → -1 | -3 | -0.1 | -1.4

# Screening data as filed in PubChem BioAssay.

# Compounds were not picked by outcome; about 3.5% have a hit in one of these screens.
